Anesthetic bind: candidate novel general anesthetic via apoferritin binding; P02791; apoferritin/1-aminoanthracene competitive binding, fluorescence; Potency, µM (doses to about 77.5 µM), for inactives: top-dose activity change, negative = displacement, most hits filed as inhibitors; 350,000 compounds, 0.074% hits; further: potency means the concentration at half of the fitted maximal effect; on the % scale 0 is the no-effect control and ±100 the full control effect; nearly all actives have a fitted effect of over 20% in size
Target sequence (P02791 2-175 limits assumed): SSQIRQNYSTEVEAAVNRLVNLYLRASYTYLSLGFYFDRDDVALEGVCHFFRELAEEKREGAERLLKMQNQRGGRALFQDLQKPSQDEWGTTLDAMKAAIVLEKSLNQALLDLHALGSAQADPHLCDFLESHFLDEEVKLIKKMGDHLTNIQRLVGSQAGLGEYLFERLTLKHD
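Concentration-response curves derived by four-parameter Hill fitting of normalized fluorescence, where compounds displaced 1-AMA from 10 uM horse apoferritin following a brief 10 min room-temperature incubation; propofol titration acted as positive control.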
D1 PAM: human D1 dopamine receptor positive modulation | P21728 | HEK293 TREx D1 cells, calcium flux, dopamine EC20 potentiation | potentiation, % at 10 µM | 360,000 compounds, 0.036% hits; in the data active means potentiation above about 30%; further: 0% is about no effect
RXFP1 antagonist: RXFP1 (human) relaxin receptor antagonism; 350,000 compounds, 0.59% hits; activity change, negative = inhibition, % at 57.5 µM; HEK293-RXFP1, relaxin-stimulated cAMP HTRF, 30 min; stronger effect = lower value;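 active means activity change of -60% or lower, but not beyond a set lower limit; inconclusive means change between -60% and -40%, or beyond the set limit; inactive means change above -40%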; further: on the % scale 0 is the no-effect control and ±100 the full control effect
D2 PAM: D2 dopamine receptor (human) potentiation; 340,000 compounds, 0.34% hits; AID 485347; HEK293 T-REx D2, calcium flux, EC20 dopamine potentiation; potentiation, % at 10 µM; P14416;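 active means potentiation over 3 SD above the plate norm, cut at about 30% in these data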; further: 0% is about no effect
Target sequence (P14416 whole entry, looked up): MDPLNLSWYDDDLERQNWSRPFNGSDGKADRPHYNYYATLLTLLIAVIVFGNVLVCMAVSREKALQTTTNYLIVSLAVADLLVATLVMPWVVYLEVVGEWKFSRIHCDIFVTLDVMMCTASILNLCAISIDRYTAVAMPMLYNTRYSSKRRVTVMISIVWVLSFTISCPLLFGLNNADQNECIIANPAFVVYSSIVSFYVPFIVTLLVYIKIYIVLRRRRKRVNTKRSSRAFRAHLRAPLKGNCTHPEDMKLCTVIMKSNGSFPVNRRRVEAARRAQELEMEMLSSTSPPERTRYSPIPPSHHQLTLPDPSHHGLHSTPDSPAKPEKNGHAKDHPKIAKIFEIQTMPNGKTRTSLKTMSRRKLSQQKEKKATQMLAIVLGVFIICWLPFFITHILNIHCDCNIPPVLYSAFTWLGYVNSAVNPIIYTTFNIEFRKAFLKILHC
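Using a no-wash calcium dye in inducible, force-coupled HEK293 Trex cells expressing D2, we tracked fluorescence each second for 180 s after compound, then for 180 s after EC20 dopamine to detect augmented signalling.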
D1 agonist: agonists of human D1 dopamine receptor; P21728; HEK293 T-REx D1 cells, calcium flux, agonist mode; activation, % at 2 µM; 360,000 compounds, 1% hits; in the data active means activation above about 30%; further: 0% is about no effect
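Agonism was scored from calcium flux recorded over 180 s (1 read/s) after pintool compound addition, following a 10-cycle baseline. Cells were inducible force-coupled HEK293 TREx D1, plated overnight at 30 C and loaded with no-wash calcium dye.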
TRHR enhancer: allosteric enhancers of human TRH receptor; TRHR cells, fluo-8 calcium fluorescence, EC20 TRH enhancement; enhancement, % at 2 µM; 360,000 compounds, 0.66% hits; AID 493056; in the data active means enhancement above about 30%; further: 0% is about no effect
Target sequence (P34981 whole entry, looked up): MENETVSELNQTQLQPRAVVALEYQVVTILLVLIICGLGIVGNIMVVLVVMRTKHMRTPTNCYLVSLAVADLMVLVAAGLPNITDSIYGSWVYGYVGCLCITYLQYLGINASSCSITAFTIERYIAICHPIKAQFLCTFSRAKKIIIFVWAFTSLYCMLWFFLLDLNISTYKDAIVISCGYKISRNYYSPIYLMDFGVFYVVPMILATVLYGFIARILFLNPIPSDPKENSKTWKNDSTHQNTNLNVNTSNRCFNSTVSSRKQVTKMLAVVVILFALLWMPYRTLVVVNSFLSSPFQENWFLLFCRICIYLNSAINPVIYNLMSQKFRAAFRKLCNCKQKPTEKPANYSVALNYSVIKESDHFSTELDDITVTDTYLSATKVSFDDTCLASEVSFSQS
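TRHR-expressing cells loaded with fluo-8 calcium dye were read kinetically (ex 480/em 530) during compound addition, then stimulated with an EC20 of TRH (10 nM final). Enhancement of the Gq-mediated intracellular calcium response was scored.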
D1 antagonist: human D1 dopamine receptor antagonism | P21728 | HEK293 TREx D1 cells, calcium flux, dopamine EC80; stronger effect = lower value | activity change, negative = inhibition, % at 10 µM | 360,000 compounds, 3.2% hits | AID 504652; in the data active means activity change below about -30%; further: on the % scale 0 is the no-effect control and ±100 the full control effect
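Allosteric or orthosteric antagonism assessed as attenuation of the calcium response to EC80 dopamine, added 180 s after compound, in induced HEK293 Trex D1 cells loaded with no-wash calcium dye.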
TRHR agonist: TRH receptor (human) agonism; P34981; TRHR cells, calcium flux fluo-8, FDSS agonist mode; activation, % at 2 µM; 360,000 compounds, 0.18% hits; in the data active means activation above about 30%; further: 0% is about no effect
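TRHR-expressing cells loaded with fluo-8 calcium dye; 23 nL library compound pin-transferred, kinetic FDSS fluorescence (Ex 480/Em 530) recorded about 180 s for agonist-induced calcium release, before a 10 nM TRH EC20 addition for potentiator mode.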
RXFP1 agonist: activates the human relaxin receptor RXFP1. Q9HBX9. HEK293T-RXFP1 cAMP TR-FRET, 30 min; response scale: percent of porcine relaxin response, buffer zero. Potency, µM (series often up to 57.5 µM), for inactives: at the highest dose activation, most hits filed as activators. 370,000 compounds, 0.3% hits. AID 2676; further: potency means the concentration at half of the fitted maximal effect; on the % scale 0 is the no-effect control and ±100 the full control effect; nearly all actives have a fitted effect of over 60% in size; many of its hits are not listed in these tables
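Agonist response is measured as cAMP accumulation in an RXFP1-transfected HEK293T line under PDE4 inhibition. Values are scaled between buffer-only and 29 nM porcine relaxin, and EC50s come from standard Hill equation fits.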
Active calls of the source: *; ? = inconclusive; . = no result given; & = joins results of further samples; [ ] = remark or other dose. Unless noted, the call rests on the fitted dose curve; in most records, active means well fitted curve in the direction sought with a large enough effect; inconclusive means small, poorly fitted or top-dose-only effect, or another doubt; inactive means no such curve, though single readings can be large; an effect the other way counts as inactive or inconclusive. These rows are one share of the data; the hit share may differ from the screen's.

Sequence of screens: Anesthetic bind	D1 PAM	RXFP1 antagonist	D2 PAM	D1 agonist	TRHR enhancer	D1 antagonist	TRHR agonist	RXFP1 agonist
CCOc1ccc(NC(=O)NCCCn2c(C)nc3cc(C)c(C)cc32)cc1
  ?	-5	8	-6	3	-1	-27	0.0	0.3%
O=C(N/N=C/c1ccc(OC(F)F)cc1OC(F)F)c1cccc(S(=O)(=O)N2CCOCC2)c1
  -19%	0	-34	4	-1	1	9	-0.6	1.8%
COc1cc(CNc2ncnc3c2[nH]c2ccc(C)cc23)cc(OC)c1
  -16%	-10	2	-4	5	-8	-27	-1.3	1.3%
c1coc(-c2nnc(SCc3nc4ccccc4[nH]3)o2)c1
  -4%	0	5	15	1	4	0	0.0	2.9%
C=CCn1c(=NC(=O)C2COc3ccccc3O2)sc2cccc(OC)c21 (configuration not stated)
  0%	-12	7	-5	0	-3	-9	0.6	0.7%
O=C(c1ccc2c(=O)n3c(nc2c1)CCCCC3)N1CCCCC1
  1%	-3	-108*	-1	0	-13	-2	0.2	1.6%
N#CC1=C(N)NC(SCC(=O)c2ccccc2)=C(C#N)C12CCCC2
  ?	-13	?	9	8	5	-24	-0.4	1.6%
CC(C)(C)CC(C)(C)c1ccc(OCC(=O)Nc2ccc(S(=O)(=O)Nc3ncccn3)cc2)cc1
  ?	1	.	2	0	15	-15	-1.5	0.6%
Cc1cc(N2CCCC2=O)c(N)cc1N
  1%	-3	1	.	1	2	8	0.6	-2.1%
Cc1ccc(NC(=O)c2cn3c4c(ccc(Cl)c4c2=O)OC(C)C3)cc1C (configuration not stated)
  -5%	-1	-10	2	2	7	-2	0.5	5.0%

Further compounds follow.
Sequence of screens: Anesthetic bind	D1 PAM	RXFP1 antagonist	D2 PAM	D1 agonist	TRHR enhancer	D1 antagonist	TRHR agonist	RXFP1 agonist
COc1ccc(-n2c(SCC(=O)Nc3cccc(C(=O)O)c3)nnc2-c2ccco2)cc1
  -4%	-5	8	.	1	4	-13	0.3	1.7%
COc1cccc(C(c2c(NC(=O)c3ccccc3)sc(C)c2C)N2CCN(C)CC2)c1 (configuration not stated)
  -14%	-11	-13	.	5	2	-1	-0.6	-0.1%
CCCCn1c(N)c(N(CC(C)C)C(=O)CN(C)S(=O)(=O)c2ccc(F)cc2)c(=O)[nH]c1=O
  .	-5	-9	-7	3	-2	5	0.3	-0.8%
OCC1CCCC(n2cnc3c(=S)nc[nH]c32)O1 (configuration not stated)
  6%	-4	-30	-6	2	-3	12	0.6	0.3%
Cc1oc2cc(O)ccc2c(=O)c1Oc1ccc(F)cc1
  58%[activator]	-3	16	-2	2	6	7	-0.9	4.0%
OCCN1CCN(c2nc3ccccc3nc2-c2ccccc2)CC1
  4%	9	3	2	0	2	.	0.8	7.1%
COc1ccc(Nc2ncnc3ccccc23)c(OC)c1
  4%	-6	3	-5	-1	-5	2	-0.2	-1.2%
O=S(=O)(c1ccc2ccccc2c1)N1CCN(C(=S)Nc2ccccc2F)CC1
  2%	3	-22	1	2	14	-7	0.3	0.8%
COc1cc(SC)ccc1C(=O)Nc1nc2ccccc2[nH]1
  -4%	-3	-8	-7	1	0	9	0.5	3.1%
CC1CN(C(=O)CN2C(=O)c3ccccc3S2(=O)=O)CC(C)O1 (configuration not stated)
  -12%	-5	-4	3	5	0	13	0.1	2.4%

Further structures follow:
Sequence of screens: Anesthetic bind	D1 PAM	RXFP1 antagonist	D2 PAM	D1 agonist	TRHR enhancer	D1 antagonist	TRHR agonist	RXFP1 agonist
Cc1c(C(=O)N2CCOCC2)oc2c1-c1nn(CC(=O)NCc3cccc(F)c3)cc1CC2
  -9%	-6	11	5	2	6	0	-0.1	-2.0%
C=CCn1c(=O)c2c(nc3n2CCS3)n(C)c1=O
  -18%	-7	-1	-3	0	7	13	-0.1	6.5%
Cc1cccc(NC(=O)c2ccc([N+](=O)[O-])o2)n1
  -6%	1	1	-2	1	6	10	0.1	-0.1%
COc1ccc2[nH]c(=O)c(CN(C(=O)C3CCCO3)c3ccc(C)c(C)c3)cc2c1 (configuration not stated)
  -2%	3	-40	.	7	0	22	3.7	5.7%
C=CCNc1oc(-c2cccs2)nc1S(=O)(=O)c1ccccc1
  3%	8	10	14	2	2	14	-0.7	0.9%
Cc1cc2c(cc(C(=O)NCCCN3CCOCC3)n2Cc2ccc(Cl)cc2)o1
  -7%	-4	12	12	8	-1	24	-1.4	-0.6%
Cc1ccc(C)c(COC(=O)c2cc([N+](=O)[O-])ccc2N2CCOCC2)c1
  .	7	4	-5	3	4	6	0.3	2.9%
O=c1c2c(n3cnnc3n1-c1ccccc1)-c1ccccc1CC21CCCCC1
  -16%	-8	0	-2	2	-3	-13	-0.1	2.8%
CCn1cc(C(=O)OCC(=O)Nc2ccc(F)cc2F)c(=O)c2ccc(C)nc21
  51%[activator]	1	.	16	0	4	17	-0.7	1.9%
CCOC(=O)CN1C(=O)C(=O)N(Cc2ccccc2F)C1=O
  -9%	0	5	18	12	13	-2	-1.3	0.0%

(listing goes on)
Sequence of screens: Anesthetic bind	D1 PAM	RXFP1 antagonist	D2 PAM	D1 agonist	TRHR enhancer	D1 antagonist	TRHR agonist	RXFP1 agonist
O=c1c2c([nH]c3ccccc13)CCC2
  -6%	0	16	7	4	-1	3	0.2	-1.4%
Nc1nc2nc[nH]c2c(=O)[nH]1
  .	-4	.	.	7	4	15	-1.1	-1.1%
COc1ccc2c(c1)OC[C@H]1[C@H]2N2C(=O)CN(Cc3ccc(Cl)cc3)C(=O)[C@@]2(C)[C@H]1c1ccccc1
  .	-2	.	0	5	3	.	1.6	-0.2%
C[n+]1cn(/N=C/c2ccccc2)c2ccccc21
  2%	3	7	.	3	1	-4	-0.2	1.6%
Cc1cc(=O)oc2c3c(cc(OCC(=O)NCCN4CCOCC4)c12)OC(C)(C)CC3
  -5%	-2	.	-16	0	-3	5	0.5	12%
CCCN(CCC)C(=O)Cn1c(=O)n(CCC(=O)NCCc2ccccc2)c(=O)c2ccccc21
  -13%	-3	-2	0	1	-1	8	-0.7	-2.0%
Cn1c(SCc2nc3ccccc3n2CCO)nc2ccccc21
  -6%	-8	0	7	2	-7	-24	-0.3	3.4%
Cc1cc(C)c(C)c(S(=O)(=O)N2CCC(C(=O)NNC(=O)c3ccccc3O)CC2)c1C
  .	-5	-6	2	2	-5	-21	0.9	-0.2%
COc1cccc(NC(=O)COC(=O)c2ccc(S(=O)(=O)NCc3ccco3)cc2)c1
  -22%	-2	-12	17	-1	0	5	0.5	-2.3%
Cc1cc(C(F)F)n2ncc(C(=O)N3CCC(C(N)=O)CC3)c2n1
  -10%	1	1	14	0	1	1	-0.3	0.0%

(continued)
Sequence of screens: Anesthetic bind	D1 PAM	RXFP1 antagonist	D2 PAM	D1 agonist	TRHR enhancer	D1 antagonist	TRHR agonist	RXFP1 agonist
CCOC(=O)c1sc(NC(=O)C(C)C)c(C#N)c1C
  -10%	0	-4	-19	0	-1	4	-0.3	-0.7%
CCOCC(=O)Nc1ccccc1C(=O)N1CCOCC1
  0%	8	7	2	1	11	6	1.2	0.1%
Cc1ccc(S(=O)(=O)CCC(=O)NC2CCCC2)cc1
  -1%	9	-2	6	-1	-1	3	0.4	2.5%
COc1ccc(Cl)cc1C(=O)NNC(=S)NC1CCCC1
  -14%	-5	-1	8	-1	-5	5	-0.8	4.3%
CC(=O)Nc1ccc(S(=O)(=O)N(C)CC(=O)OCC(=O)Nc2cccnc2Cl)cc1
  -2%	-1	-5	-13	4	3	-12	-0.2	0.4%
CC(C)NC(=O)c1nn2c(C(F)(F)F)cc(-c3ccco3)nc2c1Cl
  -1%	0	2	-5	3	-2	11	0.1	1.6%
COCCCNC(=O)C1CCCN(c2ncnc3onc(C)c23)C1 (configuration not stated)
  -7%	-6	-4	.	9	10	-18	0.8	6.5%
O=C(CSc1ncn(-c2ccccc2)n1)NCc1ccccc1
  -6%	-2	-5	2	2	-1	20	-0.4	0.6%
CC(CC(=O)Nc1ccccc1C(F)(F)F)c1ccccc1 (configuration not stated)
  -9%	5	29	-5	0	2	1	-0.1	0.8%
COc1ccc(CN2C(=O)C(CC(C)C)Nc3ncnc(N4CCOCC4)c32)cc1 (configuration not stated)
  .	5	.	11	0	2	-3	-0.2	0.1%

Remaining list, next part
Sequence of screens: Anesthetic bind	D1 PAM	RXFP1 antagonist	D2 PAM	D1 agonist	TRHR enhancer	D1 antagonist	TRHR agonist	RXFP1 agonist
CCn1c(O)c(C=NCCN2CCOCC2)sc1=S
  -2%	-9	-4	3	1	1	-1	0.5	-1.1%
CSCCC1C(C#N)=C(N)Oc2n[nH]c(-c3cccs3)c21 (configuration not stated)
  -12%	0	-2	-5	2	-12	15	0.3	0.5%
Cc1cc(C(=O)OCC(=O)NCCC(C)C)c2ccccc2n1
  ?	-4	5	2	10	19	-47*	-0.4	5.2%
COCCN1C(=O)N[C@@H](c2ccccc2)C(C(=O)OC)=C1C
  -6%	-3	.	.	-3	-1	-18	-0.6	-0.5%
CC(C)(C)OC(=O)Nc1ncnc2c1ncn2C1OC(CO)C2OC(C)(C)OC21 (configuration not stated)
  197%[activator]	-2	6	-11	-1	1	-6	0.4	0.0%
CCCN1CCN(CCCNC(=O)c2ccc(CS(=O)c3ccc(OC)cc3)o2)CC1 (configuration not stated)
  -2%&0%	0&-3	9&-8	8&1	3&0	3&10	-6&4	0.2&-0.4	-1.1%&1.0%
Cc1nc2c(-c3ccc(F)cc3)c(C)[nH]n2c(=O)c1Cl
  -3%	-8	4	.	-1	4	-6	-0.2	0.9%
